Source: PubChem (several laboratories)
M. tuberculosis GlmU: inhibition of mycobacterial GlmU enzyme – biochemical, glucosamine-1-phosphate acetyltransferase (AID 1376); M. tuberculosis GlmU acetyltransferase enzyme assay; higher % means a stronger effect; inhibition, %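 (tested at 30 µM in the primary screen)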, or IC50 in µM where a hit was titrated; 220,000 tested, 0.25% active; in the data active means inhibition above about 13%;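 further: 0% = complete reaction with vehicle and 100% = reaction without substrate; strong numbers were not always called active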
RmlCD inh 1536: inhibitors of Mycobacterium tuberculosis RmlC and RmlD coupled enzymes; AID 1533; RmlC+RmlD coupled enzyme assay, percent inhibition; primary screen in compound mixtures; P9WH09+P9WH11; inhibition, % at 3.6 µM; 160,000 tested, 0.03% active; in the data active means inhibition mostly above about 34%, no sharp cut-off; further: some results filed as inactive read as strong as hits
Target sequence (P9WH09 whole entry, looked up): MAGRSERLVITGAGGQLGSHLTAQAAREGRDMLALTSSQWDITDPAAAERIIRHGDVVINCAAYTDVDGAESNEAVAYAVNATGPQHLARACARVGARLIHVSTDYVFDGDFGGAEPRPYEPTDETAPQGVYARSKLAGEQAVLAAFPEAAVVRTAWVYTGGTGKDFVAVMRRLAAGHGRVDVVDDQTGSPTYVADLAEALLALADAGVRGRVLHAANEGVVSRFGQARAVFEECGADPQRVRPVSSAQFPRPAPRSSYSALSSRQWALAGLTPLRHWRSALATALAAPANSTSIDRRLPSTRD
Target sequence (P9WH11 whole entry, looked up): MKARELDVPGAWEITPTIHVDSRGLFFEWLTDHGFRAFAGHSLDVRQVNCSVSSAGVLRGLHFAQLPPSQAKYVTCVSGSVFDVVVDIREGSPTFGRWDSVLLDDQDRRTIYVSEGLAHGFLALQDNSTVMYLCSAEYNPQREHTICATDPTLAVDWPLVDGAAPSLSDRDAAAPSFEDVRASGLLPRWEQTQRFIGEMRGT
The depositor's hits bear a star; . = not tested or not shown; & = joins results of further samples. An excerpt (hit frequency here may not be typical).

Each structure is followed by: M. tuberculosis GlmU, RmlCD inh 1536
CCCCc1c(C)nc2cc(-c3ccco3)[nH]n2c1=O
→ 0.6%, -9.7
CN(c1ccccc1C(N)=O)S(=O)(=O)c1ccccc1
→ -0.1%, 2.5
Cc1cc(Nc2ccccc2C(=O)O)nc2nc3ccccc3c(=O)n12
→ -3.6%, 6.9
C=C1CSc2nc(=O)c3c(C)c(C)sc3n21
→ -4.0%, 4.3
Clc1ccc(CSC(Cn2ccnc2)c2ccc(Cl)cc2Cl)cc1 (centres undefined)
→ -1.2%, .
Cc1cc(C)n(CCCN2C(=O)c3cccc4cccc(c34)C2=O)n1
→ 1.5%, 8.4
CC(=O)c1ccc(NC(=O)N2CCN(c3cccc(Cl)c3)CC2)cc1
→ 2.4%, 10.2
Cc1ccc2c(c1)N(C(C)C(=O)NCc1ccc3c(c1)OCO3)C(=O)CO2 (centres undefined)
→ -2.9%, -7.3
COC(=O)c1cccc(-n2[nH]nnc2=S)c1
→ 4.0%, 7.7
O=[N+]([O-])c1ccc(OCC(O)CN(C2CCCCC2)C2CCCCC2)cc1 (centres undefined)
→ -6.0%, .
Cc1cc(C)c(Cn2c(C(=O)O)c(C=O)c3ccccc32)c(C)c1
→ -2.6%, 8.9
Nc1c(C(=O)c2ccco2)oc2ccccc12
→ -5.3%, 1.5
O=C(O)c1cc2ncc(-c3[nH]ncc3[N+](=O)[O-])cn2n1
→ 4.5%, 5.3
CCC(C)C(NC(=O)c1ccc(Cl)cc1Cl)C(=O)O (centres undefined)
→ 4.2%, -11.5
O=C(CCc1n[nH]c(=O)[nH]c1=O)N/N=C/c1ccc(Br)o1
→ 1.4%, -7.7
CCOC(=O)N1CCC(N2C(=O)c3ccccc3C2Nc2ccc(S(=O)(=O)N3CCOCC3)cc2)CC1 (centres undefined)
→ -0.6%, 4.5
O=C(CN1CCN(CC(=O)Nc2ccccc2F)CC1)Nc1ccc2c(c1)OCCO2
→ 2.0%, 3.9
O=C(COc1ccccc1F)N1CCN(S(=O)(=O)/C=C/c2ccccc2)CC1
→ 5.5%, 8.2
CCNc1ccc(C(=O)O)cc1N
→ 4.6%, .
CCCc1nc(SCC(=O)N2CCCC2)c2ccccc2n1
→ 1.9%, .
O=C(Nc1ccc2c(c1)oc1ccccc12)C1CC1
→ -3.1%, -0.7
COc1ccc(-n2nnnc2SCC(=O)NCc2cccs2)cc1
→ -7.9%, -0.3
COc1ccc(NS(=O)(=O)c2ccc(Cl)c(C(=O)O)c2)cc1S(=O)(=O)N1CCCCC1
→ -1.7%, 16.1
COC(=O)CSc1nccc(-c2ccc(F)cc2)c1C#N
→ -3.4%, 1.2
O=C(CSc1nc(-c2ccccc2Cl)ns1)NCc1ccc2c(c1)OCO2
→ 0.1%, 4.4
COc1ccccc1CN(C)C(=O)C1(c2ccc(Cl)cc2)CC1
→ 0.2%, -6.5
COc1ccc(CNc2nc3ccccc3n2CCN2CCCCC2)c(OC)c1
→ 0.3%, -10.3
O=C(CCCCn1c(=O)c2ccccc2n(CC(=O)Nc2cccc(F)c2)c1=O)NCc1ccco1
→ -5.4%, -8.5
COc1cc(CN2CCN(c3ccccc3F)CC2)cc(OC)c1O
→ -4.9%, -0.8
CC(C)CN(CC(C)C)c1nc(N)c(C#N)c(CC#N)c1C#N
→ -5.6%, 2.0

7 entries from above, arranged by heavy-atom count, smallest number first:
Each structure is followed by: M. tuberculosis GlmU, RmlCD inh 1536
O=C(Nc1ccc2c(c1)oc1ccccc12)C1CC1
→ -3.1%, -0.7
CN(c1ccccc1C(N)=O)S(=O)(=O)c1ccccc1
→ -0.1%, 2.5
CCCc1nc(SCC(=O)N2CCCC2)c2ccccc2n1
→ 1.9%, .
Cc1cc(C)c(Cn2c(C(=O)O)c(C=O)c3ccccc32)c(C)c1
→ -2.6%, 8.9
CC(=O)c1ccc(NC(=O)N2CCN(c3cccc(Cl)c3)CC2)cc1
→ 2.4%, 10.2
Cc1cc(Nc2ccccc2C(=O)O)nc2nc3ccccc3c(=O)n12
→ -3.6%, 6.9
O=C(CCCCn1c(=O)c2ccccc2n(CC(=O)Nc2cccc(F)c2)c1=O)NCc1ccco1
→ -5.4%, -8.5

Additional results
Each structure is followed by: M. tuberculosis GlmU, RmlCD inh 1536
COc1ccc(N(CC(=O)NCCSc2ccccn2)S(C)(=O)=O)cc1
→ 2.3%, -4.4
O=C(/C=C/c1ccc(Cl)cc1)Nc1ccc(N2CCCCC2)cc1
→ 2.6%, -7.0
COC(=O)CCC(=O)Nc1nc(-c2ccccc2)cs1
→ -1.4%, .
C/C(=N/NS(=O)(=O)c1ccccc1)c1ccc(NC(=O)C(F)(F)F)cc1
→ -3.9%, -4.1
Cc1ccc(S(=O)(=O)N(Cc2cc3cccc(C)c3[nH]c2=O)c2ccccc2)cc1
→ 1.9%, .
O=S(=O)(c1ccc(Br)s1)N1CCN(c2ncccn2)CC1
→ -5.6%, -0.4
NC12CC3CC(C1)CC(O)(C3)C2
→ -7.9%, .
CC(=O)Nc1ccccc1NC(=O)C(F)(F)F
→ 2.1%, -5.4
CCn1cc(C(=O)O)c(=O)c2cc(F)c(N3CCN(C(=S)NC(=O)c4ccccc4C)CC3)cc21
→ 0.8%, -8.6
COc1ccc(CCNC(=O)CCNC(=O)c2ccc(Br)cc2)cc1OC
→ 4.3%, 6.4
CCSc1nc2c(c(=O)[nH]1)C(C(C)C)C(C#N)=C(N)O2 (centres undefined)
→ -4.0%, .
Cc1cccc(NC(=S)N2CCN(S(=O)(=O)c3cccc(F)c3)CC2)c1
→ 0.8%, 9.1
O=C(CSc1nnc(-c2cccnc2)n1Cc1ccco1)c1ccc(Cl)c(Cl)c1
→ 11.6%, 0.4
COCCNC(=O)c1ccc2c3n(nc2c1)-c1ccccc1CO3
→ -1.3%, .
S=c1[nH]nc(-c2ccc(Br)cc2)n1Cc1ccccc1
→ 2.1%, .
COC(=O)/C(=C\c1ccc(O)cc1)c1nc2ccccc2[nH]1
→ 2.3%, 5.0
O=C1Nc2ccc(Cl)cc2/C1=C/C1CC=CCC1 (centres undefined)
→ 1.7%, -1.9
Cc1ccccc1-n1c(O)c(C(c2ccncc2)c2c(O)n(-c3ccccc3C)c(=O)[nH]c2=O)c(=O)[nH]c1=O
→ 1.8%&0.6%, -6.2&8.6
O=C(NC1CC1)C1=C[C@@H](c2ccc(C(F)(F)F)cc2)C[C@@H](OCc2ccc(CO)cc2)O1
→ -5.0%, .
Cc1ccc(S(=O)(=O)NC(=O)N2CCN(Cc3c(F)cccc3Cl)CC2)cc1
→ 1.8%, 5.5
CCOC(=O)N1CCN(c2nc(C)cc(C(F)(F)F)n2)CC1
→ -4.3%, -3.6
COc1ccc(CNC(=O)C/C(C)=N/NC(=O)COc2ccc(C)cc2Br)cc1
→ 0.0%, -12.8
Cc1c(N2C(=O)CSC23C(=O)Nc2ccccc23)c(=O)n(-c2ccccc2)n1C (centres undefined)
→ -0.2%, 14.7
CCOc1ccc(Cc2n[nH]c(=S)n2Cc2ccccc2)cc1
→ 0.1%, 11.3
Fc1ccc(N2CN(Cc3cccnc3)CNC2=S)cc1
→ -1.6%, 7.2
O=c1ccc(Cc2ccc(Cl)cc2)n[nH]1
→ 3.2%, 0.4
COc1ccccc1CC(=O)NNS(=O)(=O)c1ccc([N+](=O)[O-])cc1
→ 3.0%, -10.4
Cc1cc(C)n(CCC(=O)N/N=C/c2ccc(O)cc2)n1
→ -6.7%, 32.1
CCOC(=O)c1cc(OC(=O)c2cccnc2)n(-c2ccccc2)n1
→ -2.5%, 1.4
CCSc1nnc(NC(=O)c2ccc(S(=O)(=O)N(C)C)cc2)s1
→ -0.4%, 3.6

Each structure is followed by: M. tuberculosis GlmU, RmlCD inh 1536
COc1cc(S(=O)(=O)N(Cc2cccs2)CC2CCCO2)ccc1-n1cnnn1 (centres undefined)
→ 5.6%, -0.4
COc1ccccc1NS(=O)(=O)c1cccc2nsnc12
→ -2.4%, 10.4
COc1ccc(S(=O)(=O)NCCSc2ccc(Cl)cc2)cc1OC
→ -0.8%, .
C/C(=N\O)c1c(C)c2ccccc2n1C
→ 7.6%, 7.2
Oc1ccccc1Nc1nc(NCC2CCCO2)c2ccccc2n1 (centres undefined)
→ ., 7.6
Cc1ccc(N2/C(=N/c3nc(C)cc(C)n3)NC(=O)CC2C(=O)O)cc1 (centres undefined)
→ 5.6%, -5.3
COc1ccc(N(CC(=O)O)S(=O)(=O)c2ccccc2[N+](=O)[O-])c(OC)c1
→ 0.5%, -6.4
CC1(C)CC(=O)C(C(C2=C(O)CC(C)(C)CC2=O)c2ccc(Cl)c([N+](=O)[O-])c2)C(=O)C1 (centres undefined)
→ -1.7%, 11.4
CC(C)N1CCN(C2CSCCSC2)CC1CCO (centres undefined)
→ 4.3%, .
CCCN1C(=O)C2(C(C(=O)c3ccc(C)o3)=C(O)C(=O)N2CCCOC)c2ccccc21 (centres undefined)
→ 0.5%, 11.2
CN(C)CCCN1CC(C(=O)O)CC1=O (centres undefined)
→ 2.9%, -6.6
Cc1ccc(C2=NN(C(=O)c3cccs3)C(c3ccccc3O)C2)cc1 (centres undefined)
→ -2.2%, 0.7
CCOC(=O)N1CCN(c2nc(C(F)(F)F)nc3c(C)cc(C)cc23)CC1
→ 2.4%, 10.9
O=C(NNC(=O)C1CC1c1ccccc1)c1ccccc1F (centres undefined)
→ 3.3%, .
O=C(COc1cccc(NC(=O)c2ccccc2)c1)c1ccccc1
→ 3.2%, .
CC1CCc2c(sc(NS(=O)(=O)c3ccccc3)c2C(=O)OC(C)C)C1 (centres undefined)
→ 7.0%, .
CC(=O)Nc1ccc(NS(=O)(=O)c2cc([N+](=O)[O-])ccc2C)cc1
→ -5.6%, 12.1
CSc1nnc(CNC(=O)c2ccccc2)n1-c1ccc(F)cc1
→ -6.7%, .
COc1ccc(C(=O)Cn2c(C(=O)/C=C/c3ccccc3)nc3ccccc32)cc1
→ -5.0%, -14.6
O=C(c1ccc(CSCc2ccccc2F)o1)N1CCN(c2ccc(N3CCOCC3)nn2)CC1
→ 0.7%, -2.2
COc1ccc(Br)cc1C(=O)Nc1ccc(C(=O)NCC(C)C)cc1
→ -0.8%, 2.2
CCC(=O)Nc1cc(=O)[nH]c2nc(-c3ccc(Cl)cc3)nn12
→ -1.3%, 16.0
COc1ccc(C(=O)NCCn2cc(SCC(=O)Nc3cc(C)on3)c3ccccc32)cc1OC
→ 2.2%, .
O=C(Cc1ncc(C(F)(F)F)cc1Cl)N1CCN(c2ccccn2)CC1
→ -5.8%, .
O=C(Cn1ncc2c(=O)oc3ccccc3c21)N(Cc1ccco1)C1CCCCC1
→ -4.0%, -4.4
COc1ccc(CNC(=O)N[C@@H](CC(C)C)C(=O)O)cc1OC
→ 0.1%, 1.8
Cc1nn(C)cc1C(C(=O)NC1CCCCC1)N(Cc1ccc(F)cc1)C(=O)c1cnccn1 (centres undefined)
→ -2.0%, -7.3
COc1ccc(-c2[nH]ncc2CN2CCCO2)c(F)c1
→ -6.1%, .
Cc1csc2nc(CNC(=O)c3ccco3)cn12
→ 1.7%, .
Cc1ccc(-c2ccc(/C=C(\C#N)C(N)=S)n2C)cc1
→ -1.9%, 44.3

Each structure is followed by: M. tuberculosis GlmU, RmlCD inh 1536
S=C1CCC(c2ccc(Br)cc2)=NN1c1ccccc1
→ -3.5%, 16.9
CC(=O)NC(Cc1ccccc1)C(=O)OCC(=O)c1ccc(F)cc1 (centres undefined)
→ 2.2%, 5.1
O=C(Nc1ccccc1N1CCOCC1)c1cc(Br)c(Br)s1
→ 5.0%, 6.8
COCCNC(=O)C(c1cccc(OC)c1)N(Cc1cccs1)C(=O)Cn1nnc2ccccc21 (centres undefined)
→ 5.2%, .
COc1ccc(C(=O)Nc2ccc(S(=O)(=O)Nc3onc(C)c3C)cc2)c(OC)c1
→ -3.3%, -8.3
CC/C(=N\O)C(C)(C)/[N+]([O-])=C/c1ccc(Br)cc1
→ 1.6%, .
C[C@@H](C(=O)N1CCN(C(=O)OC(C)(C)C)CC1)n1cc(-c2cn([C@@H](C)C(=O)N3CCN(C(=O)OC(C)(C)C)CC3)nn2)nn1
→ -3.9%, .
CNC(=O)COc1cccc(C(=O)NCc2ccccc2)c1
→ -1.3%, -5.6
CCCCCCCSc1cc(OC)c(CCN(C)C)cc1OC
→ -12.8%, 48.8
Cc1c(Cl)cnc(NC(=O)COC(=O)c2ccc(S(=O)(=O)NCc3ccco3)cc2)c1Cl
→ 0.8%, -0.1
Cn1nnnc1SCC(=O)NCc1cc([N+](=O)[O-])ccc1O
→ -5.6%, -4.0
O=C(Cc1coc2ccc3ccccc3c12)Nc1nccs1
→ -3.5%, .
CCNC(=O)CC1C(=O)N(c2ccc(F)cc2)C(=S)N1CCc1ccncc1 (centres undefined)
→ 1.5%, 1.7
CC1CCN(C(c2ccc(N(C)C)cc2)c2nnnn2C(C)(C)C)CC1 (centres undefined)
→ 1.4%, .
O=C(O)c1ccccc1C1=Nc2ccc(O)cc2Oc2cc(O)ccc21
→ 5.8%, .
CCOc1ccc(-n2cc(C(=O)Nc3cccc(OC)c3)c3cc(OC)c(OC)cc3c2=O)cc1
→ -1.3%, .
Cc1ccc2nc(-c3ccc(NC(=O)c4ccco4)cc3)[nH]c2c1
→ 5.4%, -4.2
Cc1cc(NCCC(C)C)n2nc(C)c(-c3ccccc3)c2n1
→ 1.9%, -7.2
CC(=O)/C(N=Nc1cccc(C(F)(F)F)c1)=C(\C)O
→ -1.9%, 9.4
CCCCC(CC)CNC(=O)C(=O)c1ccccc1NC(C)=O (centres undefined)
→ 6.4%, -11.8
COc1ccc(/C=N/NC(=O)C(C)n2cnc3ccccc3c2=O)cc1 (centres undefined)
→ 2.2%, .
COc1ccc(CNC(=O)CCN2C(=O)c3ccncc3C2=O)cc1OC
→ -2.0%, 4.2
CCOC(=O)c1nn(-c2ccccc2)c2nc(Nc3ccccc3)cc(=O)n12
→ 0.1%, .
O=[n+]1cc(-c2ccccc2)n([O-])c2c1CCC2
→ 2.9%, -2.2
